Screens deposited in PubChem by The Scripps Research Institute Molecular Screening Center.
FBW7 act = human FBW7 E3 ligase activation, primary screen; AlphaScreen FBW7–phospho-cyclin E peptide binding, activator screen; normalized activity (activation), % at 26.1 µM; actives 0.13% (n = 650,000); in the data active = normalized activity above about 1.9%;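 note: purified mutant Fbw7 with reduced substrate affinity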
MITF primary = inhibitors of human MITF | O75030 | AlphaScreen MITF homodimerization, bead proximity signal | inhibition, % at 2.6 µM | actives 0.91% (n = 650,000); in the data active = inhibition above about 50%;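 note: 0% = vehicle wells with protein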
Target sequence (O75030 whole entry, looked up): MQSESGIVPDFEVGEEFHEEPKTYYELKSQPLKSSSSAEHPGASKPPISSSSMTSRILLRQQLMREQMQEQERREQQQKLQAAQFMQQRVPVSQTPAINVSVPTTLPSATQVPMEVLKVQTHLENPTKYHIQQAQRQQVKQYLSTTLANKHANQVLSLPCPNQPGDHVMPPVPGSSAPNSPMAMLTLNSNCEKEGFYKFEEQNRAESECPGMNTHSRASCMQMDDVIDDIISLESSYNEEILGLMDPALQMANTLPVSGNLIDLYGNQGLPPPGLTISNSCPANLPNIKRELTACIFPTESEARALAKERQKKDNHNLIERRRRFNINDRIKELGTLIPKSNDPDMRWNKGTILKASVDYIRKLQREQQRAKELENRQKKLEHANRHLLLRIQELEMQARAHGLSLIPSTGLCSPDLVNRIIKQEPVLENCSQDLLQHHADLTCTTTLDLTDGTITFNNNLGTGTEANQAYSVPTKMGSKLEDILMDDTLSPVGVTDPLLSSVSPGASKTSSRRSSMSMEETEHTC
TEAD-YAP block = TEAD-YAP interaction inhibition. HEK-TIYL cells, TEAD-Gal4/YAP UAS-luciferase luminescence. actives 1.4% (n = 640,000). inhibition, % at 9.12 µM; in the data active = inhibition above about 32%;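 note: 0% = median of test compound wells and 100% = reference inhibitor wells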
GPR151 ag = human GPR151 activation; actives 1% (n = 650,000); PathHunter beta-arrestin GPR151 cells, luminescence; activation, % at 11.2 µM; Q8TDV0; in the data active = activation above about 4.9%;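 note: 0% = median of compound wells and 100% = cells with positive control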
Target sequence (Q8TDV0 whole entry, looked up): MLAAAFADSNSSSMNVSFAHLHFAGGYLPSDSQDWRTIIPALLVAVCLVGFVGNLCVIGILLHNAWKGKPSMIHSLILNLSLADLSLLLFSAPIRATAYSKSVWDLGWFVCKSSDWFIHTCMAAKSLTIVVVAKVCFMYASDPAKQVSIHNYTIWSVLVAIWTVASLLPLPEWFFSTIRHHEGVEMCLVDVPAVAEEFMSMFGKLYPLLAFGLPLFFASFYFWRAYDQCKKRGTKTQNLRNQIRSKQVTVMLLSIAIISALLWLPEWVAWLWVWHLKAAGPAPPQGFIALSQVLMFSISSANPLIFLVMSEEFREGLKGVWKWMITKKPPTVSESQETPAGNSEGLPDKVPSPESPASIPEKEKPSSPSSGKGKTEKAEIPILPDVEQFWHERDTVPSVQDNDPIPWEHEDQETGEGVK
* = called active by the depositor.

Sample of the layout (2 entries):
What do the screens show for `COC(=O)c1ccc(NC(=O)CN2CCN(c3ccccc3OC)CC2)cc1`?
FBW7 act: -0.1; MITF primary: 5.6; TEAD-YAP block: 10.9; GPR151 ag: -2.3

Results for N#CC1(C#N)C(C(=O)C23CC4CC(CC(C4)C2)C3)C1c1ccc(Cl)s1 (stereo not drawn) ?
FBW7 act: 0.0; MITF primary: 5.0; TEAD-YAP block: -6.7; GPR151 ag: -0.4

The whole of this part, from the first entry:
What do the screens show for `COC(=O)c1ccc(NC(=O)CN2CCN(c3ccccc3OC)CC2)cc1`?
FBW7 act: -0.1; MITF primary: 5.6; TEAD-YAP block: 10.9; GPR151 ag: -2.3

Results for N#CC1(C#N)C(C(=O)C23CC4CC(CC(C4)C2)C3)C1c1ccc(Cl)s1 (stereo not drawn) ?
FBW7 act: 0.0; MITF primary: 5.0; TEAD-YAP block: -6.7; GPR151 ag: -0.4

How did CSc1ccc(CCNC(=O)CC2Oc3ccccc3NC2=O)cc1 (stereo not drawn) do in these assays?
FBW7 act: 0.0; MITF primary: 12.3; TEAD-YAP block: 1.3; GPR151 ag: 1.7

How did CCOc1ccc(NC(=O)CN2CCC(n3nnc4cc(F)ccc43)CC2)cc1 do in these assays?
FBW7 act: -0.1; MITF primary: 1.0; TEAD-YAP block: 2.1; GPR151 ag: 4.0

Results for CCNC(=S)Nc1ccc(C)c(C)c1 ?
FBW7 act: 0.1; MITF primary: -2.5; TEAD-YAP block: 4.1; GPR151 ag: 0.8

Results for O=C(NCc1ccco1)c1ccc(S(=O)(=O)N2CCCc3ccccc32)cc1 ?
FBW7 act: -0.1; MITF primary: 14.4; TEAD-YAP block: -4.9; GPR151 ag: -0.5

What do the screens show for `CC(=O)Nc1ccc2nc(NC(=O)c3ccc(Br)o3)sc2c1`?
FBW7 act: -0.2; MITF primary: -7.2; TEAD-YAP block: -68.2; GPR151 ag: 0.1

How did O=[N+]([O-])c1ccc(NC(=S)NCc2ccncc2)cc1 do in these assays?
FBW7 act: -0.2; MITF primary: -4.2; TEAD-YAP block: 4.2; GPR151 ag: 0.5

How did CC1CCCCN1C(=O)CC1(c2cccc(F)c2)CC(=O)N(C)C1=O (stereo not drawn) do in these assays?
FBW7 act: -0.1; MITF primary: -11.5; TEAD-YAP block: -4.6; GPR151 ag: -1.0

Results for Cc1cc(C)n(C(=O)COc2ccccc2[N+](=O)[O-])n1 ?
FBW7 act: -0.1; MITF primary: -16.3; TEAD-YAP block: 3.6; GPR151 ag: 5.4*

How did O=[N+]([O-])c1ccc(/C=N/Nc2nc(Nc3ccccc3)nc(Nc3ccccc3)n2)o1 do in these assays?
FBW7 act: -0.7; MITF primary: -1.5; TEAD-YAP block: 7.7; GPR151 ag: 1.0

What do the screens show for `O=C1N[C@H](C(=O)O)CS1`?
FBW7 act: 0.1; MITF primary: 2.8; TEAD-YAP block: 5.0; GPR151 ag: 3.4

How did Cc1ccc(OCc2c(C(=O)N3CCSCC3)c(=O)cc(C)n2Cc2ccccn2)cc1 do in these assays?
FBW7 act: -0.1; MITF primary: 5.1; TEAD-YAP block: 2.0; GPR151 ag: -0.7

How did Cc1ccc(C2=NN(C(=O)CCC(=O)O)C(c3ccc(Br)cc3)C2)cc1 (stereo not drawn) do in these assays?
FBW7 act: 0.1; MITF primary: 1.3; TEAD-YAP block: -53.6; GPR151 ag: 1.2

How did COc1ccc2c(Cl)c(-c3nnco3)sc2c1 do in these assays?
FBW7 act: 0.0; MITF primary: 3.8; TEAD-YAP block: -3.9; GPR151 ag: 0.1

What do the screens show for `Cc1ccc(Cn2c(Sc3ccc(C)cc3)nc3c2c(=O)[nH]c(=O)n3C)cc1`?
FBW7 act: -0.1; MITF primary: -1.6; TEAD-YAP block: -2.0; GPR151 ag: 0.1

What do the screens show for `COC(=O)c1ccc(N2Cc3ccncc3C2=O)cc1`?
FBW7 act: 0.0; MITF primary: -0.1; TEAD-YAP block: -24.9; GPR151 ag: 0.3

Results for CS(=O)(=O)N1CCCc2ccc(NC(=O)NCCc3ccccc3)cc21 ?
FBW7 act: 0.0; MITF primary: -15.3; TEAD-YAP block: -11.5; GPR151 ag: -0.4

How did c1csc(-c2[nH]ncc2CNC2CCCC2)c1 do in these assays?
FBW7 act: 0.1; MITF primary: 6.2; TEAD-YAP block: 5.6; GPR151 ag: 0.2

How did CC1CCc2sc(NC(=O)c3ccccc3F)c(C#N)c2C1 (stereo not drawn) do in these assays?
FBW7 act: 0.1; MITF primary: 7.3; TEAD-YAP block: -31.8; GPR151 ag: 1.4

What do the screens show for `CCOC(=O)c1c(NC(=O)CSc2nnc(CNC(=O)c3ccc(OC)cc3)n2-c2cccc(C)c2)sc2c1CCCC2`?
FBW7 act: 0.2; MITF primary: 3.2; TEAD-YAP block: 5.9; GPR151 ag: -0.4

How did CCn1c(SCc2nc(-c3ccc(OC)c(OC)c3)no2)nnc1-c1ccco1 do in these assays?
FBW7 act: -0.2; MITF primary: -6.0; TEAD-YAP block: 7.4; GPR151 ag: -0.1

Results for CCOC(=O)c1ccccc1NCN1C(=O)CSC1=O ?
FBW7 act: 0.2; MITF primary: -16.4; TEAD-YAP block: 7.7; GPR151 ag: -0.7

What do the screens show for `COc1ccc(S(=O)(=O)Nc2ccc(F)c([N+](=O)[O-])c2)cc1`?
FBW7 act: -0.1; MITF primary: 2.7; TEAD-YAP block: -3.2; GPR151 ag: 1.8

What do the screens show for `Cc1[nH]c(-c2ccc(F)cc2)cc1C(=O)NC1CCCC1`?
FBW7 act: -0.1; MITF primary: 12.6; TEAD-YAP block: -7.7; GPR151 ag: -0.2

How did Cc1ccc(NC(=O)Cn2c(=O)oc3cc(Cl)ccc32)cc1Cl do in these assays?
FBW7 act: 0.0; MITF primary: -9.4; TEAD-YAP block: -2.0; GPR151 ag: -0.9

Results for CCNC(=O)N1CCC(C(=O)N(C)C(c2ccccc2C)c2ncccc2C)CC1 (stereo not drawn) ?
FBW7 act: 0.4; MITF primary: 6.2; TEAD-YAP block: 1.6; GPR151 ag: 0.8

What do the screens show for `CCN(CC)C(=O)C1CCCN(c2nc(Nc3ccc(N4CCOCC4)cc3)c3cc(OC)c(OC)cc3n2)C1` (stereo not drawn)?
FBW7 act: -0.1; MITF primary: 7.2; TEAD-YAP block: 6.5; GPR151 ag: 1.0

How did CC1=CC(c2ccccc2)=Nc2nonc2N1 do in these assays?
FBW7 act: 0.1; MITF primary: -4.5; TEAD-YAP block: 1.2; GPR151 ag: -0.5

What do the screens show for `CCN(CC)C(=O)C1CCCN(Cc2ccccc2Cl)C1` (stereo not drawn)?
FBW7 act: 0.0; MITF primary: 31.1; TEAD-YAP block: 1.1; GPR151 ag: 0.8

3 structures already listed, arranged by SMILES length, smallest number first:
How did CC1=CC(c2ccccc2)=Nc2nonc2N1 do in these assays?
FBW7 act: 0.1; MITF primary: -4.5; TEAD-YAP block: 1.2; GPR151 ag: -0.5

What do the screens show for `COc1ccc(S(=O)(=O)Nc2ccc(F)c([N+](=O)[O-])c2)cc1`?
FBW7 act: -0.1; MITF primary: 2.7; TEAD-YAP block: -3.2; GPR151 ag: 1.8

What do the screens show for `CCN(CC)C(=O)C1CCCN(c2nc(Nc3ccc(N4CCOCC4)cc3)c3cc(OC)c(OC)cc3n2)C1` (stereo not drawn)?
FBW7 act: -0.1; MITF primary: 7.2; TEAD-YAP block: 6.5; GPR151 ag: 1.0

Additional entries.
How did Cc1cc(C)nc(-n2nc(C)c3c2NC2=C(C(=O)CCC2)C3c2ccc(C(=O)O)cc2)n1 (stereo not drawn) do in these assays?
FBW7 act: -0.1; MITF primary: 4.5; TEAD-YAP block: -0.2; GPR151 ag: -2.1

Results for CSc1ncccc1C(=O)OCC(=O)c1ccc(Br)s1 ?
FBW7 act: 0.3; MITF primary: 23.4; TEAD-YAP block: -2.2; GPR151 ag: -1.1

How did COc1ccc(C(C)C)cc1S(=O)(=O)N1CCCCC1 do in these assays?
FBW7 act: 0.6; MITF primary: 14.5; TEAD-YAP block: -9.3; GPR151 ag: 0.5

Results for COCCCNC(=O)c1ccc2c(c1)N(Cc1ccc(Cl)cc1)C(=O)CS2 ?
FBW7 act: -0.2; MITF primary: -1.1; TEAD-YAP block: 3.6; GPR151 ag: 0.5

How did CCOC(=O)c1ccccc1NC(=O)c1noc2c1COc1ccccc1-2 do in these assays?
FBW7 act: -0.1; MITF primary: 3.6; TEAD-YAP block: -6.8; GPR151 ag: 0.2

What do the screens show for `COc1ccc(NC(=O)N2CCC(CN3CCc4ccccc4C3)CC2)cc1`?
FBW7 act: -0.2; MITF primary: -3.4; TEAD-YAP block: 4.3; GPR151 ag: 4.3

How did COC(=O)c1ccc2nc(-c3cccc(F)c3)c(-c3cccc(F)c3)nc2c1 do in these assays?
FBW7 act: 0.0; MITF primary: 0.8; TEAD-YAP block: -6.3; GPR151 ag: 0.5

How did COC(=O)c1cc(Cl)c(NC(=O)c2ccco2)cc1OC do in these assays?
FBW7 act: 0.1; MITF primary: -4.8; TEAD-YAP block: -11.0; GPR151 ag: -0.2

Results for O=C(CSc1ccc2nc(-c3ccccc3)cn2n1)Nc1ccc([N+](=O)[O-])cc1 ?
FBW7 act: 0.1; MITF primary: 5.3; TEAD-YAP block: -14.5; GPR151 ag: 0.0

How did Oc1ccccc1-c1nc(Cl)c2ccccc2n1 do in these assays?
FBW7 act: -0.1; MITF primary: -1.3; TEAD-YAP block: -1.3; GPR151 ag: 3.7

What do the screens show for `CC(=O)N(C(C)=O)N1C(=O)c2cccc3c(N4CCOCC4)ccc(c23)C1=O`?
FBW7 act: -0.1; MITF primary: 10.1; TEAD-YAP block: 2.0; GPR151 ag: -1.5

What do the screens show for `Cc1noc(C)c1C(=O)N1CCN(S(=O)(=O)c2ccccc2)CC1`?
FBW7 act: 0.0; MITF primary: -4.0; TEAD-YAP block: 3.2; GPR151 ag: 0.7

Results for CCOc1ccc2[nH]cc(NC(=O)NCCN3CCOCC3)c(=O)c2n1 ?
FBW7 act: -0.1; MITF primary: 4.8; TEAD-YAP block: 10.2; GPR151 ag: 0.1

What do the screens show for `CCCCOc1ccc(C(=O)Nc2cccc(-c3nn4c(C)nnc4s3)c2)cc1`?
FBW7 act: 0.4; MITF primary: -4.6; TEAD-YAP block: 4.0; GPR151 ag: -1.2

What do the screens show for `O=C(O)c1ccc2c(=O)n(Cc3ccc(Cl)cc3)c(=S)[nH]c2c1`?
FBW7 act: 0.2; MITF primary: 6.2; TEAD-YAP block: 2.0; GPR151 ag: 0.6

Results for Cc1ccc(C)c(NC(=O)CS(=O)(=O)c2cccc3nsnc23)c1 ?
FBW7 act: -0.4; MITF primary: 6.2; TEAD-YAP block: 2.0; GPR151 ag: 1.3

How did O=C(O)c1ccc2nc(-c3ccc(-c4ccccc4)cc3)c(-c3ccc(-c4ccccc4)cc3)nc2c1 do in these assays?
FBW7 act: 0.2; MITF primary: 9.8; TEAD-YAP block: 2.5; GPR151 ag: -0.4

Results for CCC(C)NC(=O)CCCNC(=O)Cn1cnc2sc(C)c(C)c2c1=O (stereo not drawn) ?
FBW7 act: -0.1; MITF primary: 2.6; TEAD-YAP block: 4.6; GPR151 ag: 0.1

Results for COC(=O)c1ccccc1NC(=O)c1c(C)c(-c2ccc(Cl)cc2Cl)nc2ccccc12 ?
FBW7 act: 0.0; MITF primary: 3.8; TEAD-YAP block: -12.0; GPR151 ag: -0.2

What do the screens show for `O=[N+]([O-])c1ccc(S(=O)(=O)N2CCN(C3CCCCCC3)CC2)cc1`?
FBW7 act: -0.1; MITF primary: 37.8; TEAD-YAP block: -0.1; GPR151 ag: -0.1

What do the screens show for `O=C(N/N=C/c1c(O)ccc2ccccc12)c1ccccc1O`?
FBW7 act: -0.1; MITF primary: -31.2; TEAD-YAP block: 75.2*; GPR151 ag: 1.0

How did O=C(c1cc2ccccc2oc1=O)N(Cc1ccccc1)c1cccc([N+](=O)[O-])c1 do in these assays?
FBW7 act: 0.1; MITF primary: 11.3; TEAD-YAP block: 0.2; GPR151 ag: -0.7

What do the screens show for `CCC(C)C(C(=O)O)N1C(=O)NC2NC(=O)NC21` (stereo not drawn)?
FBW7 act: 0.0; MITF primary: -1.9; TEAD-YAP block: -7.4; GPR151 ag: -1.9

How did COc1ccccc1C(=O)Nc1c(C(=O)Nc2ccccc2)oc2ccccc12 do in these assays?
FBW7 act: 0.0; MITF primary: 0.0; TEAD-YAP block: -8.1; GPR151 ag: -0.6

How did CCOC(=O)Cc1csc(NC(=O)CSc2nc3ccc(OC)cc3cc2C#N)n1 do in these assays?
FBW7 act: 0.0; MITF primary: 1.2; TEAD-YAP block: -6.7; GPR151 ag: 3.1

What do the screens show for `CCCc1nc(SCC(=O)NNC(=O)CC)c2c(C)c(C)sc2n1`?
FBW7 act: 0.0; MITF primary: 6.3; TEAD-YAP block: 3.2; GPR151 ag: 0.3

How did CCN1C(=O)/C(=C/c2c(NCCc3ccccc3)nc3ccccn3c2=O)SC1=S do in these assays?
FBW7 act: 0.0; MITF primary: 21.5; TEAD-YAP block: 0.4; GPR151 ag: 0.4

What do the screens show for `CCN1/C(=C2\C(=O)N(c3ccccc3)N=C2C)C=Cc2ccccc21`?
FBW7 act: -0.1; MITF primary: 1.9; TEAD-YAP block: 1.1; GPR151 ag: 0.3

How did CCSc1nc2sc3c(c2c(=O)n1Cc1ccccc1)CCc1ccccc1-3 do in these assays?
FBW7 act: 0.2; MITF primary: -16.7; TEAD-YAP block: 4.0; GPR151 ag: 0.5

What do the screens show for `CCOc1ccc2nc(N3CCOCC3)nc(C)c2c1`?
FBW7 act: -0.1; MITF primary: -3.6; TEAD-YAP block: -45.7; GPR151 ag: -1.9

What do the screens show for `Clc1ccc(COc2ccccc2CNn2cnnc2)cc1`?
FBW7 act: -0.1; MITF primary: 7.0; TEAD-YAP block: 4.7; GPR151 ag: -0.2
